High-throughput results deposited in PubChem by National Center for Advancing Translational Sciences (NCATS).
Casp7 inh: caspase-7 (human) inhibition, allosteric or competitive | P55210 | recombinant caspase-7, Ac-DEVD-AFC fluorescence rate | Potency, µM (top dose mostly 57.5 µM), for inactives: top-dose activity change, negative = inhibition, usual class: inhibitors | actives 0.02% (n = 75,000); active = well fitted inhibition curve with a large enough effect in the main read-out, with a control signal flat, not every such curve was filed as active; inconclusive = small, poorly fitted or top-dose-only effect, or a change in a side signal; note: potency is the fitted concentration of half-maximal effect; % of control where 0% means no effect
Target sequence (P55210 24-198 limits assumed): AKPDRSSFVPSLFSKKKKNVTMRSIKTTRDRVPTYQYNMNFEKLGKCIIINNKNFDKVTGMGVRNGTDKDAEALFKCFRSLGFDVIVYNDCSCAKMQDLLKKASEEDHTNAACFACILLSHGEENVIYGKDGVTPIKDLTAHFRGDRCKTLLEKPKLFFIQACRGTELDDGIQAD
Target sequence (P55210 207-303 limits assumed): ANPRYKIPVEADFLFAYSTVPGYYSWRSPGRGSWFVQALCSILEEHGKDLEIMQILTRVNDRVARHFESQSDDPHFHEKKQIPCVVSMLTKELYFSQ
ERK AVP inh: blocks ERK signaling stimulated by vasopressin | HEK293-V1b, vasopressin-stimulated pERK AlphaScreen | Potency, µM (series often up to 57.5 µM), inactives show top-dose activity, negative = inhibition, actives largely listed as inhibitors | actives 0.99% (n = 72,000) | AID 995; note: potency is the fitted concentration of half-maximal effect; % is set by controls: 0 for no effect and ±100 for the full control effect; nearly all actives have a fitted effect of over 55% in size
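Overnight-seeded V1b-HEK293 cells in 1% FBS got compound, then vasopressin (25 nM final, 5 min, 37C), then lysis buffer. AlphaScreen detection of phospho-ERK; activity normalized to basal and full-stimulation controls.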
FLuc inh: blocks Photinus pyralis firefly luciferase activity | actives 2.2% (n = 72,000) | purified firefly luciferase, luminescence, 8 min | Potency, µM (highest dose often 57.1 µM), for the others: at the top dose activity change, negative = inhibition, usual class: inhibitors | P08659; note: potency is the fitted concentration of half-maximal effect; % is set by controls: 0 for no effect and ±100 for the full control effect; nearly all actives have a fitted effect of over 40% in size
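qHTS concentration-response profiling: light output of P. pyralis luciferase with luciferin and 10 uM ATP, imidazole buffer pH 7.2. Read by luminescence after 8-min room-temperature incubation.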
TexasRed autofl: compound fluoresces in the Texas Red spectral region. max dye-equivalent concentration, M. Compound fluorescence, Texas Red channel, 547/618 nm; stronger effect = higher value. actives 0.06% (n = 59,000). AID 587; in the data active = max dye-equivalent concentration above about 10 nM; inconclusive = between about 1.1 nM and that limit
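Pin-transferred compounds and Texas Red standards go into 100 mM Tris buffer, pH 8.0. After 15 min at room temperature, plates are imaged with 547/618 nm filters. Each value is a dye-equivalent concentration derived from the per-plate dye curve.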
A350 autofl: compound fluoresces in the Alexa 350 spectral region. Compound autofluorescence, 340/450 nm, Alexa 350 dye-equivalents; stronger effect = higher value. max dye-equivalent concentration, M. actives 11% (n = 59,000); in the data active = max dye-equivalent concentration above about 10 nM; inconclusive = mostly about 1.1 nM to 9.6 nM
Casp1 inh: caspase-1 (human) inhibition, allosteric or competitive; P29466; Caspase-1 enzyme, Ac-WEHD-AFC fluorogenic rate; Potency, µM (titrated, usually from 57.5 µM), inactives show at the top dose activity change, negative = inhibition, hits mostly inhibitors; actives 0.03% (n = 75,000); AID 900;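 note: potency is the fitted concentration of half-maximal effect; plate controls were vehicle for no effect and no substrate for full effect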
HEK293 cAMP ctrl: parental HEK293 cAMP activation (counter-screen); parental HEK293 CNG cAMP sensor, membrane potential fluorescence; Potency, µM (top dose mostly 57.1 µM), without a hit: at the highest dose activation, hits mostly activators; actives 2.5% (n = 73,000); AID 938; note: potency is the fitted concentration of half-maximal effect; % of control where 0% means no effect; nearly all actives have a fitted effect of over 55% in size
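Parental HEK 293 cells stably expressing a cAMP-gated CNG channel were loaded with membrane potential dye containing 100 uM RO 20-1724 for 60 min. Compound added for 30 min; depolarization read as fluorescence intensity at 590 nm.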
4MU fluor: 4-MU region autofluorescence; compound autofluorescence, 340/450 nm, 4-MU equivalents; stronger effect = higher value; max dye-equivalent concentration, M; actives 11% (n = 59,000); in the data active = max dye-equivalent concentration above about 10 nM; inconclusive = mostly about 1.1 nM to 9.6 nM
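Compounds in 100 mM Tris, pH 8.0, sat 15 min at room temperature before fluorescence was read at 340 nm excitation/450 nm emission; a per-plate six-point 4-MU standard curve converted signals to dye-equivalent concentration at each compound concentration.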
Fluorescein autfl: compound fluoresces in the fluorescein spectral region; AID 593; Compound autofluorescence, 480/540 nm, fluorescein-equivalent; stronger effect = higher value; max fluorescein-equivalent concentration, M; actives 0.91% (n = 59,000); in the data active = max fluorescein-equivalent concentration above about 10 nM; inconclusive = between about 1.1 nM and that limit
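Values reflect compound autofluorescence, normalized to fluorescein on the same plate and reported at each tested concentration. Conditions: 100 mM Tris pH 8.0, room temperature, 15 min, excitation 480 nm, emission 540 nm.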
Tau fil binding: binders of human tau filaments. Potency, µM (series often up to 57.1 µM), without a hit: top-dose activity change, negative = inhibition. recombinant tau filaments, thioflavin S fluorescence, 15 h; filaments grown with octadecylsulfate alongside compound. P10636. actives 2% (n = 71,000). AID 596;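 note: potency is the fitted concentration of half-maximal effect; % is set by controls: 0 for no effect and ±100 for the full control effect; actives lower thioflavin S fluorescence by blocking filaments or displacing dye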
Target sequence (P10636 whole entry, looked up): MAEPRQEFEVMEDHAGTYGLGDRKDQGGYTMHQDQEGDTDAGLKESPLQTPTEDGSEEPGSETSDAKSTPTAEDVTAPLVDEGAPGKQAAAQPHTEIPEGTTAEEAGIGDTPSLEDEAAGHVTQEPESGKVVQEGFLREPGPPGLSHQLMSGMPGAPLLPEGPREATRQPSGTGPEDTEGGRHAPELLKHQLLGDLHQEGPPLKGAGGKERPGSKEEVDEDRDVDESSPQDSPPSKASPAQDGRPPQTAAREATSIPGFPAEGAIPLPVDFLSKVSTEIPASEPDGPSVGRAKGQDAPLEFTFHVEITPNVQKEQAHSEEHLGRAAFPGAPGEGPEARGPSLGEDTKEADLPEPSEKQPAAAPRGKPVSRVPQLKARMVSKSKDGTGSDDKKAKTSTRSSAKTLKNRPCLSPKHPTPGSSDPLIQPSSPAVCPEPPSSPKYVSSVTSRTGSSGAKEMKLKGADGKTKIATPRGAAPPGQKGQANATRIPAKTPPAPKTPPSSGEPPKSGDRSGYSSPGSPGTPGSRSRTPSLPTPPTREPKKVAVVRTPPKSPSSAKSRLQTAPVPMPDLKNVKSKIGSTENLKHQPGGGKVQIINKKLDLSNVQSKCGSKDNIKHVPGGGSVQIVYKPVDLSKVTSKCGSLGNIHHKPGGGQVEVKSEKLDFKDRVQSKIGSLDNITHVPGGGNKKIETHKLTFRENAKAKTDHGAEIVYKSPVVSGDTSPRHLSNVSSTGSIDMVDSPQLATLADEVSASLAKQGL
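Tau 2 uM in ThS buffer dispensed; compound added; 60 uM ODS added (finals 1 uM tau, 30 uM ODS); 15 h 37 C; fluor ex450/em510.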
Rhodamine autofl: rhodamine region autofluorescence; Rhodamine-region fluorescence, 547/598 nm, Tris buffer; stronger effect = higher value; max dye-equivalent concentration, M; actives 0.05% (n = 59,000); AID 594; in the data active = max dye-equivalent concentration above about 11 nM; inconclusive = between about 1.1 nM and that limit
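Intrinsic compound fluorescence, ex 547 / em 598 nm, CCD imager. Tris 100 mM pH 8.0; 15 min RT. Output = rhodamine dye-equivalent concentration at each compound concentration.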
* hit, by the source's call; i = inactive; u = inconclusive; x = no result given; [ ] = remark or other dose. Unless noted, calls come from the whole dose curve; as a rule, active = well fitted curve in the direction sought with a large enough effect; inconclusive = small, poorly fitted or top-dose-only effect, or another doubt; inactive = no such curve, though single readings can be large; an effect the other way counts as inactive or inconclusive. Not all compounds are listed; count on the stated rates, not on these rows.

SMILES	Casp7 inh	ERK AVP inh	FLuc inh	TexasRed autofl	A350 autofl	Casp1 inh	HEK293 cAMP ctrl	4MU fluor	Fluorescein autfl	Tau fil binding	Rhodamine autofl
O=C(O)C1CCCCC1C(=O)Nc1cnn(Cc2ccccc2)c1 (stereo not given)	0%	-3%	-2%	u	i	-5%	5%	i	i	-1%	i
O=C(NCc1cn2ccsc2n1)Nc1cccc(Cl)c1	-1%	-1%	1%	i	i	-2%	-6%	i	i	1%	i
O=C(COC(=O)C1(c2ccccc2)CC1)N1CCN(c2ccc(F)cc2)CC1	-2%	14%	1%	u	i	-1%	21%	i	u	-2%	i
O=C(NCc1cccs1)C1CCN(c2nc3ccccc3o2)CC1	-2%	-26%	1%	i	i	0%	-1%	i	i	-1%	i
Cc1nnc(Sc2nc(Sc3nnc(C)s3)nc(N3CCN(C)CC3)n2)s1	0%	-24%	3%	i	i	-1%	-2%	i	i	5%	i
O=c1[nH]c(=O)n(Cc2ccco2)c2c1C(C(F)(F)F)(C(F)(F)F)N=C(c1ccco1)N2	x	x	3%[25.5 µM]	i	1.8e-08M*	x	x	1.8e-08M*	i	x	i
CCOC(=O)Cc1csc(NC(=O)COc2ccccc2OC)n1	-1%	-10%	-1%	x	x	2%	12%	x	x	0%	x
O=C1CC(C(=O)Nc2ncccn2)C(c2ccccc2)O1 (stereo not given)	0%	-19%	3%	u	i	-1%	7%	i	i	0%	i
CCN(c1nc(N)c(C(=O)N=C(N)N)nc1Cl)C(C)C	-1%	-15%	-2%	i	u	1%	13%	u	i	-15%	i
CCOC(=O)c1c(NC(=O)CSc2nnc(-c3cccnc3)o2)sc(C)c1C	0%	-11%	1%	i	i	2%	u	i	i	1%	i
CN(C)S(=O)(=O)c1cccc(C(=O)NCCc2ccccc2)c1	-2%	-1%	13µM*	i	i	1%	0%	i	i	-6%	i
CCOc1ccc(CCNS(=O)(=O)c2cnc[nH]2)cc1OCC	-1%	6%	1%	u	i	0%	2%	i	i	-1%	i
COc1ccc(Cl)cc1S(=O)(=O)NCc1cccs1	-1%	-11%	0%	i	i	-3%	u	i	i	-14%	i
COCCNC(=O)NC1(C(F)(F)F)Oc2ccc(Cl)cc2O1 (stereo not given)	2%	5%	4%	i	u	1%	-4%	u	i	-4%	i
O=C(c1ccccc1F)N1CCN(S(=O)(=O)c2ccc(S(=O)(=O)N3CCCCC3)cc2)CC1	4%	-3%	2%	u	i	4%	11%	i	i	-7%	i
CCOc1ccc(C(=O)Nc2c3c(nn2-c2cccc(Cl)c2)CS(=O)C3)cc1 (stereo not given)	2%	20%	8%	i	i	0%	u	i	i	5%	i
CCOC(=O)c1c(P(=O)(N2CCOCC2)N2CCOCC2)noc1N	0%	-16%	-17%	i	i	1%	2%	i	i	4%	i
CC(C)NC[C@@H](O)c1ccc(O)c2ncccc12	0%[11.5 µM]	4%[11.5 µM]	-1%[11.4 µM]	i	i	0%[11.5 µM]	13%[11.4 µM]	i	u	-6%[11.4 µM]	i
CCOc1ccc2nc(S(N)(=O)=O)sc2c1	x	x	-1%[25.5 µM]	i	u	x	x	i	i	x	i
COc1cc(CNC2CCCC2)cc(OC)c1OC	-11%	10%	3%	i	1.6e-08M*	-12%	-1%	1.8e-08M*	i	-1%	i
CCCN(CCC)S(=O)(=O)c1ccc(NS(C)(=O)=O)cc1	0%	-17%	0%	u	i	0%	1%	i	i	-9%	i
CCCCNc1nc(C)nc2c1nc(-c1ccccc1)n2CC1CCCN1CC (stereo not given)	-1%	u	x	x	x	2%	16µM*	x	x	46%	x
CCc1nnc(NC(=O)CSc2nnc(Cc3cccn3C)n2C)s1	-20%	x	u	x	x	-11%	15%	x	x	-3%	x
CC(=O)N(C)c1ccc(NS(=O)(=O)Cc2ccccc2)cc1	0%	-25%	-13%	x	x	-7%	-3%	x	x	-13%	x
Cc1oc(-c2ccccc2F)nc1CN1CCC(C(=O)NCc2cccs2)CC1	0%	-16%	-1%	i	i	0%	11%	i	i	-15%	i
O=S1(=O)CC(O)C(N2CCC(c3ccccc3)CC2)C1 (stereo not given)	-3%	-9%	3%	i	u	2%	1%	i	u	-6%	i
O=C(COC(=O)c1ccc(S(=O)(=O)NCc2ccco2)cc1)Nc1ccccc1OC(F)F	-3%	-7%	-16%	i	i	-1%	3%	i	u	-4%	i
COc1cc2c(=O)n(Cc3ccco3)c(=O)n(CC(=O)c3cccc(Br)c3)c2cc1OC	-3%	-3%	1%	i	i	-2%	28%	i	i	i	i
CCN(CC)S(=O)(=O)c1ccc2c(c1)nc(SCc1nc3ccsc3c(=O)[nH]1)n2CC	-11%	u	1%	u	i	-2%	u	i	u	-7%	i
COC(=O)COc1ccc2occ(C(C)=O)c2c1	0%	5%	0%	x	x	-4%	1%	x	x	0%	x

2 compounds drawn at random from the list so far:
SMILES	Casp7 inh	ERK AVP inh	FLuc inh	TexasRed autofl	A350 autofl	Casp1 inh	HEK293 cAMP ctrl	4MU fluor	Fluorescein autfl	Tau fil binding	Rhodamine autofl
O=S1(=O)CC(O)C(N2CCC(c3ccccc3)CC2)C1 (stereo not given)	-3%	-9%	3%	i	u	2%	1%	i	u	-6%	i
O=C(COC(=O)c1ccc(S(=O)(=O)NCc2ccco2)cc1)Nc1ccccc1OC(F)F	-3%	-7%	-16%	i	i	-1%	3%	i	u	-4%	i

Later entries:
SMILES	Casp7 inh	ERK AVP inh	FLuc inh	TexasRed autofl	A350 autofl	Casp1 inh	HEK293 cAMP ctrl	4MU fluor	Fluorescein autfl	Tau fil binding	Rhodamine autofl
CN1/C(=C\C(=O)CN2C(=O)NC3(CCCCCC3)C2=O)C(C)(C)c2ccccc21	-4%	1%	-1%	u	7.4e-08M*	-5%	5%	7.8e-08M*	i	-20%	i
O=c1c(-c2cc(F)cc(F)c2)nc2cncnc2n1C1CC1	-6%	0%	2%[11.4 µM]	i	i	-3%	u	i	i	-4%	i
C=CCn1c(=O)c2ccccc2n2c(SCc3nnc(-c4ccccc4Br)o3)nnc12	-5%	14%	-2%	u	i	3%	17%	i	i	-15%	i
N#Cc1c(NC(=O)CSc2ncnc3sccc23)oc(-c2ccco2)c1-c1ccco1	-2%	u	0%	u	i	-5%	13%	i	u	-24%	i
CO[C@@H]1COC(=O)C/C=C\[C@@H](C)[C@@H]2C=C[C@H](O)[C@@H](COC(=O)CCC[C@H]1C)O2	1%[11.5 µM]	2%[11.5 µM]	1%[11.4 µM]	x	x	-1%[11.5 µM]	-1%[11.4 µM]	x	x	x	x
Cc1ccc(C2N(c3nccs3)C(=O)C3CCCN32)cc1 (stereo not given)	0%	-2%	0%	i	i	-1%	-2%	i	i	-2%	i
COc1ccc(Oc2ncc3ncc(=O)n(-c4ccc(OC)cc4)c3n2)cc1	1%	-2%	-7%[11.4 µM]	u	i	-2%	9%	i	i	-4%	i
CN1C(=S)SC(C)(C)C1NO (stereo not given)	3%	3%	3%	i	u	0%	2%	i	i	4%	i
O=C(CP(=O)(c1ccccc1)c1ccccc1)Nn1cnnc1	0%	2%	-1%	x	x	0%	9%	x	x	-3%	x
Cc1ccc2[nH]c(=O)c(COC(=O)c3ccccn3)cc2c1	0%	-8%	-1%	i	u	-1%	4%	u	i	-2%	i
CCOC(=O)c1c(NC(=O)c2cccs2)sc(C)c1C	-3%	-3%	1%	u	1.8e-07M*	-5%	14%	1.9e-07M*	i	2%	i
CN1CCc2cc3c(c4c2C1CC41CCC(=NO)CC1)OCO3 (stereo not given)	-20%	9%	-30%	i	4.9e-07M*	u	9%	4.1e-07M*	i	35%	i
CC1(C)NC(=O)N(CCCSc2ccc(Cl)cc2)C1=O	0%	u	-2%	i	i	1%	-4%	i	i	-13%	i
Cc1ccc2c(c1)-c1cc(C)nn1C(c1ccc3c(c1)OCO3)N2 (stereo not given)	-4%	-16%	-12%	u	2.8e-08M*	-2%	-16%	2.8e-08M*	i	-12%	i
C=CCN1CN(S(=O)(=O)c2cccs2)c2nc3ccccc3nc21	-2%	u	0%	i	3.2e-08M*	-5%	19%	2.4e-08M*	i	-2%	i
CCN(CC)C(=O)CSc1nnc(-c2cnccn2)n1-c1ccc(C)cc1	-1%	2%	2%	u	i	0%	3%	i	u	-16%	i
Cc1cc(=O)oc2cc(O)c(CN(C)CC(=O)O)cc12	u	0%[11.5 µM]	4%[11.4 µM]	i	9.4e-06M*	u	10%[11.4 µM]	8.8e-06M*	i	-1%[11.4 µM]	i
C=CC[C@@H]1C=C[C@H](O/N=C(\C)CCN2CCc3nc(CC)c(CC)cc3C2)[C@H](CO)O1	2%[11.5 µM]	2%[11.5 µM]	-2%[11.4 µM]	x	x	-7%[11.5 µM]	5%[11.4 µM]	x	x	x	x
O=C(O)CCc1ccc(-c2cccs2)n1-c1ccc(C(=O)O)cc1	-8%	u	-1%	x	x	-1%	19%	x	x	7%	x
CCOC(=O)CC(=O)CSc1nc(-c2cccnc2)cc(C)c1C#N	-9%	13%	0%	i	u	-7%	2%	u	u	16%	i
COc1ccc(C2CC(c3ccccc3C)n3nc(N)nc3N2)cc1 (stereo not given)	-3%	u	1%	x	x	-3%	u	x	x	2%	x
COc1ccc(-n2ccnc2SCC(=O)Nc2ccc(OC)cc2OC)cc1	3%	12%	0%	i	i	-3%	u	i	i	-4%	i
Cc1ccc(CN2CCSc3ccc(C(=O)N4CCN(c5ncccn5)CC4)cc32)cc1	-7%	18%	0%	i	5.6e-08M*	1%	23%	7.1e-08M*	u	11%	i
